yeast mlh1 rad18: NCI yeast anticancer drug screen, S. cerevisiae mlh1 rad18 strain; hit rate 11% among 79,000; growth inhibition, % at 50 µM;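 further: 0% = growth of vehicle-only cultures of the same strain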
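Vehicle-treated cultures served as the reference for growth inhibition in a yeast strain carrying DNA damage repair alterations exposed to each compound.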
rad50: NCI yeast anticancer drug screen, S. cerevisiae rad50 strain; % growth inhibition at 50 µM; hit rate 10% among 79,000;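 further: 0% = growth of vehicle-only cultures of the same strain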
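A DNA repair-deficient yeast mutant serves as the test organism; compound-induced growth inhibition is calculated against vehicle-treated cells.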
sgs1 mgt1: NCI yeast anticancer drug screen, S. cerevisiae sgs1 mgt1 strain; % growth inhibition at 50 µM; hit rate 10% among 78,000; AID 161, 2004;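 further: 0% = growth of vehicle-only cultures of the same strain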
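Compounds are added to genetically altered yeast, and growth is compared with cultures given vehicle alone to give percent inhibition.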
yeast cln2 rad14: NCI yeast anticancer drug screen, S. cerevisiae cln2 rad14 strain. hit rate 8.3% among 78,000. % growth inhibition at 50 µM;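 further: 0% = growth of vehicle-only cultures of the same strain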
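Growth of compound-exposed yeast (cln2 rad14 genotype) measured and expressed as inhibition relative to vehicle.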
yeast mec2-1: NCI yeast anticancer drug screen, S. cerevisiae mec2-1 strain; AID 157, 2004; hit rate 9% among 79,000; % growth inhibition at 50 µM;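 further: 0% = growth of vehicle-only cultures of the same strain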
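Vehicle-treated cultures served as reference for growth inhibition of compound-exposed mec2-1 yeast.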
bub3: NCI yeast anticancer drug screen, S. cerevisiae bub3 mutant strain; % growth inhibition at 50 µM; AID 167, 2004; hit rate 9.9% among 78,000;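 further: 0% = growth of vehicle-only cultures of the same strain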
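Yeast carrying a defined mutation is treated with each compound, and growth is compared with that of vehicle-exposed cells to give inhibition.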
* marks the source's active call; other numbers are inactive results; & = joins results of further samples. No stated cut-off is given here; in the data, active means growth inhibition above about 70%; inactive means the rest.

What do the screens show for `COc1ccc(C(c2c(O)c3ccccc3n(-c3ccccc3)c2=O)c2c(O)c3ccccc3n(-c3ccccc3)c2=O)cc1`?
yeast mlh1 rad18: 10; rad50: -19; sgs1 mgt1: -15; yeast cln2 rad14: -17; yeast mec2-1: 5; bub3: -13

What do the screens show for `COC(=O)C1OC1C(=O)OC` (centres undefined)?
yeast mlh1 rad18: 2; rad50: -17; sgs1 mgt1: 1; yeast cln2 rad14: -29; yeast mec2-1: -26; bub3: 12

What do the screens show for `Cc1ccc(S(=O)(=O)Nn2nnnc2N)cc1`?
yeast mlh1 rad18: 7; rad50: -8; sgs1 mgt1: -8; yeast cln2 rad14: -4; yeast mec2-1: 12; bub3: -5

Results for COc1cc2c(c(OC)c1OC)-c1ccc(OC)c(=O)cc1[C@@H](NC(=O)C(F)(F)F)CC2 ?
yeast mlh1 rad18: -8; rad50: 10; sgs1 mgt1: -20; yeast cln2 rad14: -7; yeast mec2-1: 3; bub3: -20

How did CCOC(=O)C(/C=N/C(=S)Nc1ccc(S(=O)(=O)Nc2ccccn2)cc1)=C(/O)c1ccccc1 do in these assays?
yeast mlh1 rad18: 32; rad50: 21; sgs1 mgt1: 13; yeast cln2 rad14: 13; yeast mec2-1: 5; bub3: 44

What do the screens show for `COc1ccc(Br)c(C=O)c1NC(C)=O`?
yeast mlh1 rad18: -4; rad50: 23; sgs1 mgt1: 38; yeast cln2 rad14: -1; yeast mec2-1: 11; bub3: -8

Results for CCCCCC=C(c1cc(Br)cc(C(=O)O)c1O)c1cc(Br)cc(C(=O)O)c1O ?
yeast mlh1 rad18: 89*; rad50: 89*; sgs1 mgt1: 83*; yeast cln2 rad14: 67; yeast mec2-1: 86*; bub3: 69

Results for CCOC(=O)N1CCN(C=S)CC1 ?
yeast mlh1 rad18: 38; rad50: 31; sgs1 mgt1: 58; yeast cln2 rad14: 16; yeast mec2-1: -23; bub3: 24

What do the screens show for `CC(=O)O[C@H]1CC[C@@]2(C)C(=CC[C@H]3[C@@H]4CC[C@H](C(C)C(=O)OC(C)(C)C)[C@@]4(C)CC[C@@H]32)C1` (some centres undefined)?
yeast mlh1 rad18: 27; rad50: 28; sgs1 mgt1: 16; yeast cln2 rad14: 11; yeast mec2-1: 6; bub3: -1

How did O=C1C(Cl)=C(N2CCN(C3=C(Cl)C(=O)c4ccccc4C3=O)CC2)C(=O)c2ccccc21 do in these assays?
rad50: 84*; sgs1 mgt1: 89*; yeast cln2 rad14: 88*; yeast mec2-1: 88*; bub3: 88*

Results for Ic1ccc(N=Cc2ccc(C=Nc3ccc(I)cc3)cc2)cc1 ?
yeast mlh1 rad18: 19; rad50: 2; sgs1 mgt1: -11; yeast cln2 rad14: -2; yeast mec2-1: -31; bub3: 15

Results for CC(=O)Nc1ccccc1S(=O)c1ccccc1 (centres undefined) ?
yeast mlh1 rad18: -63; rad50: -47; sgs1 mgt1: -40; yeast cln2 rad14: -20; yeast mec2-1: -22; bub3: -38

How did CC(=O)OCC(=O)O[C@@H]1[C@H]2[C@@H](OC(=O)c3ccccc3)[C@@H](C)C[C@]2(O)[C@H](OC(C)=O)[C@@]2(C)C[C@]1(OC(C)=O)C[C@H]1C(=O)C(C)(C)[C@@H](OC(C)=O)[C@@H]12 do in these assays?
yeast mlh1 rad18: -18; rad50: -7; sgs1 mgt1: 0; yeast cln2 rad14: -15; yeast mec2-1: 8; bub3: 0

How did CC[N+]1(C)CCC(O)(c2ccc(Cl)cc2)C(C(=O)c2ccc(Cl)cc2)C1 (centres undefined) do in these assays?
yeast mlh1 rad18: 40; rad50: 3; sgs1 mgt1: 17; yeast cln2 rad14: 5; yeast mec2-1: -2; bub3: 33

How did CNc1ncnc2[nH]cc([N+](=O)[O-])c12 do in these assays?
yeast mlh1 rad18: 34; rad50: 6; sgs1 mgt1: 10; yeast cln2 rad14: 9; yeast mec2-1: 2; bub3: 4

Results for CCCCCCC1(C)CCC(=O)O1 (centres undefined) ?
yeast mlh1 rad18: 14; rad50: 15; sgs1 mgt1: 6; yeast cln2 rad14: -6; yeast mec2-1: 8; bub3: -6

How did CCCCCCc1ccccn1 do in these assays?
yeast mlh1 rad18: 18; rad50: 5; sgs1 mgt1: 10; yeast cln2 rad14: -2; yeast mec2-1: 9; bub3: -1

Results for COc1cc(C2c3cc4c(c(OC(=O)C(O)c5ccccc5)c3CC3COC(=O)[C@@H]32)OCO4)cc(OC)c1O (some centres undefined) ?
yeast mlh1 rad18: 49; rad50: 50; sgs1 mgt1: 57; yeast cln2 rad14: 19; yeast mec2-1: 7; bub3: 44

What do the screens show for `O=C[C@H](O)CO`?
yeast mlh1 rad18: 17; rad50: 26; sgs1 mgt1: 17; yeast cln2 rad14: -2; yeast mec2-1: -20; bub3: 9

Results for NC(=O)N/N=C/C(/C=N/NC(N)=O)[N+](=O)[O-] ?
yeast mlh1 rad18: 7; rad50: -4; sgs1 mgt1: -10; yeast cln2 rad14: -2; yeast mec2-1: -7; bub3: -15

What do the screens show for `CCCOCc1cccc2ccnc(COCCC)c12`?
yeast mlh1 rad18: 36; rad50: 33; sgs1 mgt1: 34; yeast cln2 rad14: 26; yeast mec2-1: 16; bub3: 30

How did O=C(CCN1CCOCC1)c1csc2ccccc12 do in these assays?
yeast mlh1 rad18: 18; rad50: 28; sgs1 mgt1: 13; yeast cln2 rad14: 15; yeast mec2-1: 37; bub3: -5

How did CC(C)=CCC/C(C)=C\COC=O do in these assays?
yeast mlh1 rad18: 51; rad50: 23; sgs1 mgt1: 19; yeast cln2 rad14: 6; yeast mec2-1: 12; bub3: 14

How did O=C(c1ccccc1)C1OC1c1ccccc1[N+](=O)[O-] (centres undefined) do in these assays?
yeast mlh1 rad18: -14; rad50: -9; sgs1 mgt1: -6; yeast cln2 rad14: -10; yeast mec2-1: -4; bub3: 11

How did O=c1[nH]c2cc(Cl)ccc2nc1/C(=N\O)C(O)c1ccc(Cl)cc1Cl (centres undefined) do in these assays?
yeast mlh1 rad18: -13; rad50: -10; sgs1 mgt1: 0; yeast cln2 rad14: 21; yeast mec2-1: -24; bub3: -6

What do the screens show for `CCCCCC(CC)OC(=O)Nc1cccc2ccccc12` (centres undefined)?
yeast mlh1 rad18: 0; rad50: 6; sgs1 mgt1: 11; yeast cln2 rad14: -9; yeast mec2-1: 7; bub3: -3

How did COS(=O)(=O)C=C(c1ccccc1)c1ccccc1 do in these assays?
yeast mlh1 rad18: -2; rad50: 13; sgs1 mgt1: 16; yeast cln2 rad14: -24; yeast mec2-1: -27; bub3: 6

Results for COc1nc(NC2OC(CO)C(O)C(O)C2O)c(Br)c(=O)[nH]1 (centres undefined) ?
yeast mlh1 rad18: 29; rad50: 5; sgs1 mgt1: -8; yeast cln2 rad14: -8; yeast mec2-1: 2; bub3: 1

Results for NC(CC(=O)Nc1ccc(Cl)cc1)=Nc1ccccc1 ?
yeast mlh1 rad18: -19; rad50: -29; sgs1 mgt1: -11; yeast cln2 rad14: -10; yeast mec2-1: -13; bub3: -14

What do the screens show for `CCCOC(=O)C(CC(C)(C)C)CC(C)(C)C`?
yeast mlh1 rad18: 11; rad50: -5; sgs1 mgt1: 4; yeast cln2 rad14: 10; yeast mec2-1: -1; bub3: 6

How did CC(C(=O)n1c2ccccc2c2ccccc21)N(c1ccccc1)c1ccccc1 (centres undefined) do in these assays?
yeast mlh1 rad18: -20; rad50: -17; sgs1 mgt1: -30; yeast cln2 rad14: 9; yeast mec2-1: -15; bub3: -29

How did O=C1c2c(O)cccc2C(C(=O)CCCCCC(=O)C2c3cccc(O)c3C(=O)c3c(O)cccc32)c2cccc(O)c21 do in these assays?
yeast mlh1 rad18: 21; rad50: 32; sgs1 mgt1: -6; yeast cln2 rad14: -13; yeast mec2-1: 7; bub3: -3

What do the screens show for `O=C(SC(O)c1ccc(Cl)cc1)c1ccccc1` (centres undefined)?
yeast mlh1 rad18: 82*; rad50: 80*; sgs1 mgt1: 85*; yeast cln2 rad14: 23; yeast mec2-1: 74*; bub3: 65

Results for O[C@@H]1C=C(c2ccccc2)[C@H](c2ccccc2)C1 ?
yeast mlh1 rad18: -1; rad50: -3; sgs1 mgt1: 10; yeast cln2 rad14: -8; yeast mec2-1: 10; bub3: -20

What do the screens show for `N#Cc1cccc2c1Nc1ccccc1S2`?
yeast mlh1 rad18: -20; rad50: -10; sgs1 mgt1: -11; yeast cln2 rad14: 9; yeast mec2-1: -22; bub3: 6

How did N#Cc1cccc(N(C(=O)c2ccccc2)c2ccccc2)n1 do in these assays?
yeast mlh1 rad18: 25; rad50: 4; sgs1 mgt1: -4; yeast cln2 rad14: 0; yeast mec2-1: 8; bub3: 41

What do the screens show for `OC(Cc1cccc(=S)[nH]1)(c1ccccc1)c1ccccc1`?
yeast mlh1 rad18: -26; rad50: -7; sgs1 mgt1: -9; yeast cln2 rad14: -38; yeast mec2-1: -7; bub3: -2

How did CC1(c2ccncc2)NC(=O)NC1=O (centres undefined) do in these assays?
yeast mlh1 rad18: 19; rad50: 32; sgs1 mgt1: 10; yeast cln2 rad14: 1; yeast mec2-1: -13; bub3: -6

Results for CNC(=O)c1ccccc1CC1(O)c2ccccc2Oc2ccccc21 ?
yeast mlh1 rad18: -9; rad50: 0; sgs1 mgt1: 9; yeast cln2 rad14: 1; yeast mec2-1: -14; bub3: -9

What do the screens show for `Nc1nc(N)c2nc(CNc3ccc(C(=O)NC(CCC(=O)O)C(=O)O)cc3)cnc2n1` (centres undefined)?
yeast mlh1 rad18: 84*; rad50: 65; sgs1 mgt1: 34; yeast cln2 rad14: -49; yeast mec2-1: 98*; bub3: 75*

What do the screens show for `O=[N+]([O-])c1ccccc1Nc1ccccc1`?
yeast mlh1 rad18: -6&44; rad50: 4&28; sgs1 mgt1: -7&34; yeast cln2 rad14: -33&6; yeast mec2-1: 10&12; bub3: -23&5

What do the screens show for `COC(=O)C1=COC(C)C2C[n+]3ccc4c([nH]c5ccccc54)c3CC12` (centres undefined)?
yeast mlh1 rad18: 43&-18; rad50: 6&-12; sgs1 mgt1: 18&-11; yeast cln2 rad14: -16&-8; yeast mec2-1: 32&-34; bub3: 38&-31

What do the screens show for `O=C(CN1CCOCC1)CC(O)(C(F)(F)F)C(F)(F)F`?
yeast mlh1 rad18: 73*; rad50: 0; sgs1 mgt1: -2; yeast cln2 rad14: 7; yeast mec2-1: 2; bub3: 2

Results for COc1ccc(C(c2cc3c(cc2O)OCO3)N2CCCCC2)c(OC)c1 (centres undefined) ?
yeast mlh1 rad18: -7; rad50: -31; sgs1 mgt1: -12; yeast cln2 rad14: -22; yeast mec2-1: -13; bub3: -2

How did CC(=O)OC12C(C)=C(C)C(=O)N1c1ccccc1N2C(C)=O (centres undefined) do in these assays?
yeast mlh1 rad18: 11; rad50: -21; sgs1 mgt1: 7; yeast cln2 rad14: 16; yeast mec2-1: 3; bub3: 6

What do the screens show for `O=C1c2ccccc2C(O)(c2ccccc2)c2ccccc21`?
yeast mlh1 rad18: 0; rad50: 13; sgs1 mgt1: 14; yeast cln2 rad14: -22; yeast mec2-1: 21; bub3: 13

7 consecutive records out of the list so far, quoted:
What do the screens show for `OC(Cc1cccc(=S)[nH]1)(c1ccccc1)c1ccccc1`?
yeast mlh1 rad18: -26; rad50: -7; sgs1 mgt1: -9; yeast cln2 rad14: -38; yeast mec2-1: -7; bub3: -2

How did CC1(c2ccncc2)NC(=O)NC1=O (centres undefined) do in these assays?
yeast mlh1 rad18: 19; rad50: 32; sgs1 mgt1: 10; yeast cln2 rad14: 1; yeast mec2-1: -13; bub3: -6

Results for CNC(=O)c1ccccc1CC1(O)c2ccccc2Oc2ccccc21 ?
yeast mlh1 rad18: -9; rad50: 0; sgs1 mgt1: 9; yeast cln2 rad14: 1; yeast mec2-1: -14; bub3: -9

What do the screens show for `Nc1nc(N)c2nc(CNc3ccc(C(=O)NC(CCC(=O)O)C(=O)O)cc3)cnc2n1` (centres undefined)?
yeast mlh1 rad18: 84*; rad50: 65; sgs1 mgt1: 34; yeast cln2 rad14: -49; yeast mec2-1: 98*; bub3: 75*

What do the screens show for `O=[N+]([O-])c1ccccc1Nc1ccccc1`?
yeast mlh1 rad18: -6&44; rad50: 4&28; sgs1 mgt1: -7&34; yeast cln2 rad14: -33&6; yeast mec2-1: 10&12; bub3: -23&5

What do the screens show for `COC(=O)C1=COC(C)C2C[n+]3ccc4c([nH]c5ccccc54)c3CC12` (centres undefined)?
yeast mlh1 rad18: 43&-18; rad50: 6&-12; sgs1 mgt1: 18&-11; yeast cln2 rad14: -16&-8; yeast mec2-1: 32&-34; bub3: 38&-31

What do the screens show for `O=C(CN1CCOCC1)CC(O)(C(F)(F)F)C(F)(F)F`?
yeast mlh1 rad18: 73*; rad50: 0; sgs1 mgt1: -2; yeast cln2 rad14: 7; yeast mec2-1: 2; bub3: 2

Assay outcomes deposited in PubChem BioAssay by NCI.
